# Bim-Bcl-XL – inhibitors of Bim-Bcl-XL interaction, human; AID 1007; Bim peptide-Bcl-XL binding, bead flow cytometry, fluorescence; Q07817; 190,000 compounds, 0.04% hits; inhibition, % at 10 µM
# Bcl-2 Bim block – disrupts Bim peptide binding to human Bcl-2; P10415; Bead-based flow cytometry, Bim peptide-Bcl-2 binding; inhibition, % at 10 µM; 190,000 compounds, 0.06% hits; AID 950; in the data active = inhibition above about 40%; inconclusive = no clear call, values can overlap the other calls;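 also: 0% = no compound wells with probe peptide and 100% = reference peptide inhibitor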
# Bim-Bcl-W – human Bim-Bcl-W interaction inhibition. inhibition, % at 10 µM. bead-based flow cytometry, Bim peptide-Bcl-W binding. 190,000 compounds, 0.02% hits;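 also: 0% = bound tracer without compound and 100% = peptide blocker; higher means less fluorescent Bim peptide bound to Bcl-W beads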
# Target sequence (Q92843 whole entry, looked up): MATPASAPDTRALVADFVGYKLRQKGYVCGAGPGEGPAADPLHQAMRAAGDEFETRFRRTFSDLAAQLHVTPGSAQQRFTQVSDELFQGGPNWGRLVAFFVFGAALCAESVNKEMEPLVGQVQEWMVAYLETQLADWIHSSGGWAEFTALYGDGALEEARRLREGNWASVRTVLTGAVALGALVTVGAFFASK
# RGS7-Gao – human RGS7-Galphao interaction regulation; P09471; Multiplexed bead flow cytometry, RGS7-Galphao binding; actives lie on both sides; binding response (% of control), % at 10 µM; 220,000 compounds, 0.35% hits; AID 1439; in the data active = binding response below about 49% or above about 150%; inconclusive = no clear call, values can overlap the other calls; inactive = in between;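 also: fluorescent Galphao held in activated GDP-AlF4 state binding bead-coupled RGS7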
# Target sequence (P09471 whole entry, looked up): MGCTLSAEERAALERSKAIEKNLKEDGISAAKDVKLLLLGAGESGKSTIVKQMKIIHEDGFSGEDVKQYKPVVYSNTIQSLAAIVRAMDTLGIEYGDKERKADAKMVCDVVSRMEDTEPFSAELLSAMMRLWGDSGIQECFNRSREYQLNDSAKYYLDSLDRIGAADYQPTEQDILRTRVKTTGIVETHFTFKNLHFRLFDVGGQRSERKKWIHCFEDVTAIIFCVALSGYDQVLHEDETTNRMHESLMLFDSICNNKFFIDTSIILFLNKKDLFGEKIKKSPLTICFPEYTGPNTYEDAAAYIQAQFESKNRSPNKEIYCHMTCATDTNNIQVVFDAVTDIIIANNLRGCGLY
# Mcl1 Noxa PPI – disrupts binding of human Mcl-1 to Noxa peptide | Q07820 | TR-FRET Mcl-1/Noxa peptide binding, 2 h | inhibition, % at 21.7 µM | 220,000 compounds, 1.5% hits | AID 1022;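 active = compounds that cut the protein-peptide binding signal by more than 50% relative to plate controls in a single-dose test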;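 also: His-tagged Mcl-1 with rhodamine Noxa BH3 peptide and terbium anti-His antibody; 0% = Mcl-1 plus Noxa peptide wells and 100% = peptide-only wells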
# Target sequence (Q07820 whole entry, looked up): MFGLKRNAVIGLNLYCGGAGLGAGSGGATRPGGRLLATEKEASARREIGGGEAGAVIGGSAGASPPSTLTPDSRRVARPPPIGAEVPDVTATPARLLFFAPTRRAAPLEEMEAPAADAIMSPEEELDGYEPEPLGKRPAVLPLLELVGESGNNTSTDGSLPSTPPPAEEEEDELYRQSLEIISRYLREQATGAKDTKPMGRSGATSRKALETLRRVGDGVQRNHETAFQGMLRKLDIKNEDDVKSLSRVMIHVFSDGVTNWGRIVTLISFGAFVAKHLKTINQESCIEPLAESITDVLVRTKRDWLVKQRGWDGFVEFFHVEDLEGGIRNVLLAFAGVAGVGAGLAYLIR
# Mcl1 Bid PPI – disrupts binding of human Mcl-1 to Bid peptide | Q07820 | TR-FRET Mcl-1/Bid-Dy647 peptide binding, 1536-well | inhibition, % at 21.7 µM | 220,000 compounds, 0.97% hits | AID 1021;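 active = compounds that cut the binding signal by more than half at the single screening dose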;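 also: His-tagged Mcl-1 with europium anti-His antibody binding Bid BH3 peptide; 0% = Mcl-1 plus peptide wells and 100% = peptide-only wells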
# Bim-Mcl-1 – disrupts Bim peptide binding to human Mcl-1. Q07820. Bead-based flow cytometry, Bim peptide-Mcl-1 binding. inhibition, % at 10 µM. 190,000 compounds, 0.1% hits;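 also: 0% = no compound tracer wells and 100% = peptide blocker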
# Bim-Bfl-1 – human Bim-Bfl-1 interaction inhibition. 190,000 compounds, 0.12% hits. Bead-based flow cytometry, Bim-Bfl-1 binding inhibition. inhibition, % at 10 µM;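 also: 0% = wells without compound plus tracer and 100% = blocker peptide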
# RGS8-Gao – modulates binding of RGS8 to human Galphao; multiplexed bead flow cytometry; actives lie on both sides; response (percent of control binding), % at 10 µM; 220,000 compounds, 0.34% hits; in the data active = response below about 60% or above about 140%; inactive = in between;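 also: Galphao activated as the GDP aluminium fluoride complex binding bead-coupled RGS8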
# Bcl-B Bim block – disrupts Bim peptide binding to human Bcl-B | inhibition, % at 10 µM | Q9HD36 | bead-based flow cytometry | 190,000 compounds, 0.073% hits | AID 951;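 also: 0% = tracer peptide without compound and 100% = reference inhibitor peptide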
# RGS4-Gao reg – modulates binding of RGS4 to human Galphao; binding response (% of control), % at 10 µM; 220,000 compounds, 0.33% hits; Multiplexed bead flow cytometry; actives lie on both sides; P09471; in the data active = binding response below about 49% or above about 150%; inactive = in between;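 also: fluorescent Galphao activated with aluminum fluoride binding bead-coupled RGS4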
# Numbers without * were called inactive; ? = inconclusive; · = not tested or not shown. Rule as the data show it, unless noted: active = inhibition above about 40%.
SMILES,Bim-Bcl-XL,Bcl-2 Bim block,Bim-Bcl-W,RGS7-Gao,Mcl1 Noxa PPI,Mcl1 Bid PPI,Bim-Mcl-1,Bim-Bfl-1,RGS8-Gao,Bcl-B Bim block,RGS4-Gao reg
Cc1ccc(CN2C(=O)N/C(=C\c3ccc(-c4ccc(C(=O)O)cc4C)o3)C2=O)cc1,·,·,·,?,56.6*,-15.5,·,·,100.4,·,96.3
Fc1ccccc1Cc1noc(CN2CCC(OCc3cccnc3)CC2)n1,0.0,0.0,0.0,102.7,7.3,-24.0,-2.0,1.0,100.8,-2.0,102.1
CC#CC[N+](C)(C)CC(=O)c1ccccc1,·,·,·,?,-4.4,-13.0,·,·,103.1,·,105.2
Cc1cc(=O)oc2cc3c(cc12)OCCO3,0.0,-4.0,-3.0,96.7,-0.9,5.8,0.0,0.0,100.8,-6.0,100.0
CC1CCCC(C)N1C(=O)Cn1cc(C#N)c2ccccc21 (configuration not stated),1.0,0.0,1.0,101.0,1.5,3.2,0.0,-2.0,100.5,3.0,102.8
Cc1ccn2cc(CCNS(=O)(=O)c3ccc(F)c(C(F)(F)F)c3)nc2c1,-1.0,-5.0,1.0,101.1,17.7,-23.2,0.0,-8.0,102.0,-6.0,102.2
Cc1cc(C)n(CC(O)COc2ccccc2[N+](=O)[O-])n1 (configuration not stated),-11.0,-5.0,-5.0,122.9,-8.2,-9.0,-3.0,-8.0,102.9,-10.0,99.3
Cc1ccccc1N=CC1=C(O)c2ccccc2C1=O,3.0,4.0,1.0,104.7,11.5,10.1,13.0,0.0,104.1,1.0,99.5
Cc1n[nH]c(C)c1S(=O)(=O)N1CCCC(C(=O)Nc2nccs2)C1 (configuration not stated),-4.0,-11.0,-1.0,94.2,3.6,8.2,-3.0,-15.0,96.5,-9.0,90.7
COc1cccc(CNC(=O)C2CCN(C(=O)N(C)C)CC2)c1,1.0,0.0,1.0,97.9,-13.4,-3.3,0.0,-5.0,98.8,-1.0,96.7
O=C(COC(=O)CNC(=O)c1ccc(Cl)cc1)Nc1ccc2c(c1)OCCO2,-2.0,0.0,-1.0,100.9,6.5,-40.6,-5.0,0.0,102.7,-2.0,101.3
O=C(NC1CCCCC1)C(c1ccc(Cl)cc1)N(C(=O)c1ccccn1)c1cccnc1 (configuration not stated),0.0,0.0,-2.0,100.7,5.0,-6.2,0.0,-6.0,102.5,-1.0,103.8
CC1CN(C(NC(=O)C(C)(C)C)C(Cl)(Cl)Cl)CC(C)O1 (configuration not stated),2.0,7.0,0.0,99.7,0.9,-33.2,0.0,2.0,96.9,3.0,98.7
CC[C@H](C)C(=O)O[C@H]1C[C@@H](C)C=C2C=C[C@H](C)[C@H](CC[C@@H]3C[C@@H](O)CC(=O)O3)[C@H]21,0.0,-6.0,-3.0,·,28.9,8.3,-1.0,0.0,·,-3.0,·
CSc1nc(=S)c2[nH]c(=S)[nH]c2[nH]1,·,·,·,?,51.0*,-61.2,·,·,77.8,·,95.5
COc1ccc(C2CC(c3ccccc3)=NN2c2ccccc2)c(C(=O)O)c1OC (configuration not stated),-1.0,-4.0,-1.0,98.8,20.4,-17.8,-2.0,-1.0,101.5,-1.0,101.0
CCC(C)(C)NC(=O)C(c1ccc(F)cc1)N(Cc1ccccc1)C(=O)c1cnccn1 (configuration not stated),-5.0,-6.0,-1.0,?,-1.8,-16.4,-2.0,-4.0,104.5,-5.0,107.3
Cc1ccccc1NS(=O)(=O)c1cc(C(N)=O)ccc1C,-3.0,-3.0,-6.0,102.6,10.2,-11.4,-1.0,-1.0,103.3,-3.0,99.9
CCC(=O)Nc1cccc(NC(=O)c2ccc(C)c([N+](=O)[O-])c2)c1,0.0,0.0,-1.0,108.7,-17.0,-2.7,-1.0,0.0,104.5,0.0,100.8
Cc1ccccc1-n1c(C)nc2ccccc21,-1.0,-7.0,-1.0,89.6,16.1,-19.7,0.0,-2.0,88.9,-3.0,92.5
C=CCn1c(O)c(N=NC(=O)c2ccccc2NS(=O)(=O)c2cccs2)c2ccccc21,1.0,20.0,7.0,95.8,16.3,-11.8,10.0,11.0,100.6,8.0,96.4
COc1cccc(C(=O)C2CCCN(C/C=C/c3ccccc3OC)C2)c1 (configuration not stated),-2.0,-6.0,-4.0,99.0,15.5,-29.0,0.0,-8.0,104.2,-7.0,102.7
Cc1cc2oc(C(=O)NCc3ccncc3)c(C)c2cc1C,0.0,-4.0,3.0,98.7,9.4,-2.4,0.0,-6.0,100.5,-3.0,97.3
CSc1nc2ccccc2n1CC(=O)Nc1cc(C(F)(F)F)ccc1N1CCOCC1,-2.0,-3.0,-2.0,104.9,-19.1,-12.0,0.0,-6.0,104.4,-4.0,104.4
CCCCC(CCC(=O)Nc1cc([N+](=O)[O-])ccc1O)C(=O)O (configuration not stated),-1.0,0.0,3.0,95.5,19.0,-2.9,1.0,-3.0,100.9,0.0,99.8

# The list goes on.
SMILES,Bim-Bcl-XL,Bcl-2 Bim block,Bim-Bcl-W,RGS7-Gao,Mcl1 Noxa PPI,Mcl1 Bid PPI,Bim-Mcl-1,Bim-Bfl-1,RGS8-Gao,Bcl-B Bim block,RGS4-Gao reg
O=C(Nc1ccc(Cl)cc1)Nc1ccccc1Sc1ncc([N+](=O)[O-])s1,·,·,·,?,28.1,-39.5,·,·,88.3,·,103.9
C=CCOc1c(Br)cc(C2C3=C(CCCC3=O)N(C)C3=C2C(=O)CCC3)cc1OCC,0.0,0.0,2.0,100.6,-1.3,-25.6,0.0,-4.0,102.0,1.0,99.8
COCCNC(=S)N/N=C/c1ccc(OCc2ccc(C(=O)OC)cc2)cc1,-10.0,-11.0,-5.0,101.6,11.9,-17.6,-5.0,-19.0,101.3,-13.0,101.7
CCC(=O)N(Cc1cc2c(C)cc(C)cc2[nH]c1=O)C1CCCCC1,-1.0,1.0,1.0,98.3,-9.6,1.4,0.0,0.0,99.4,1.0,97.2
Cn1c(=O)n(CCc2ccccc2)c(=O)c2c1nc1n2CCCN1c1ccccc1,-2.0,-10.0,-2.0,98.2,5.4,-12.9,-2.0,-9.0,101.4,-8.0,97.9
COC(=O)c1ccc2c(=O)n(CCCCCC(=O)O)c(=O)[nH]c2c1,-3.0,0.0,-4.0,98.5,6.4,7.1,-2.0,-3.0,102.9,-7.0,96.4
Cc1ccccc1-n1cc(CNC(=O)CC2C(=O)NCCN2C/C=C/c2ccccc2)cn1 (configuration not stated),-1.0,-9.0,-3.0,102.1,-4.6,-16.8,-1.0,-6.0,101.5,-7.0,105.2
O=C(Cc1ccccc1F)Nc1ccc(SC(F)F)cc1,-1.0,-1.0,-1.0,100.8,6.5,-6.9,-2.0,-1.0,102.1,-3.0,101.9
Cc1cc(NC(=O)CSc2ncccc2C(=O)O)no1,0.0,-2.0,1.0,97.0,2.0,-16.3,0.0,-4.0,97.4,-1.0,99.0
CC1CCCN(C(=O)c2sc3cc([N+](=O)[O-])ccc3c2Cl)C1 (configuration not stated),0.0,0.0,-1.0,111.1,11.4,-1.7,-1.0,0.0,113.4,-1.0,103.6
C/C(=N/NS(=O)(=O)c1ccccc1)c1ccc(NC(=O)C2CC2)cc1,-3.0,-2.0,-2.0,102.4,1.9,-38.1,-2.0,-6.0,102.4,-4.0,102.5
O=C(C1=NNCC1c1ccc(Cl)cc1)C1CO1 (configuration not stated),-2.0,-7.0,-1.0,98.9,10.2,-2.7,-3.0,-14.0,102.5,-9.0,102.9
Cc1ccc(C)c(N2CCN(Cc3nnnn3C3CCCCC3)CC2)c1,12.0,-5.0,2.0,104.6,10.1,20.5,0.0,-8.0,97.4,-5.0,91.5
CC(C)C(NC(=O)c1ccc(C(C)(C)C)cc1)C(=O)NCC(c1ccccc1)N(C)C (configuration not stated),·,·,·,?,3.2,-5.6,·,·,104.6,·,104.7
CC(=O)COc1ccc2c3c(c(=O)oc2c1C)CCCCC3,0.0,0.0,-1.0,99.4,15.7,5.3,-2.0,-1.0,101.0,0.0,101.2
Cc1ccc(C2CC(=O)C(C=NCCN3CCN(C(=S)Nc4ccccc4)CC3)=C(O)C2)cc1 (configuration not stated),-4.0,-1.0,-2.0,103.1,11.0,-24.0,2.0,-3.0,101.5,-3.0,101.0
COCCCN1CC23C=CC(O2)C(C(=O)O)C3C1=O (configuration not stated),-1.0,-5.0,1.0,100.0,6.6,-17.8,0.0,-4.0,102.5,-5.0,101.9
CN(C)S(=O)(=O)c1cccc(C(=O)NC(=S)N(CCC#N)Cc2cccnc2)c1,0.0,0.0,3.0,86.0,33.4,-35.1,0.0,3.0,92.2,-10.0,95.9
CCOC(=O)C1=C(C)NC(C)=C(C(=O)OCC)C1c1ccco1,·,·,·,?,18.2,-112.0,·,·,99.2,·,98.7
CCOc1ccccc1N1CC(C(=O)Nc2ccccc2N2CCOCC2)CC1=O (configuration not stated),-9.0,-10.0,3.0,101.5,10.2,-20.2,-1.0,-8.0,101.0,-7.0,99.5
O=C(Nc1ccc(Cl)cn1)c1ccc(COCC(F)(F)C(F)F)o1,-9.0,-10.0,-3.0,100.9,-16.5,-7.9,-1.0,-16.0,104.3,-5.0,99.3
CCN1CCC2(CC1)N=C(c1ccc(F)cc1)C(=S)N2C(=O)c1ccc(C(C)(C)C)cc1,-7.0,-3.0,-7.0,101.5,0.6,-17.8,-7.0,-1.0,95.8,-17.0,98.3
CCOC(=O)C1=C(C)N(C)C(C)=C(C(=O)OCC)C1c1cccnc1,-5.0,-12.0,1.0,97.2,6.7,-12.3,-3.0,-15.0,100.3,-6.0,96.9
CCn1c(O)c(N=NC(=O)Cc2csc(N3CCOCC3)n2)c2ccccc21,-3.0,0.0,-3.0,?,14.8,-29.7,-3.0,3.0,99.6,-2.0,102.4
CCC(C)NS(=O)(=O)c1ccc(NC(=O)Cc2ccc(OC)cc2)cc1 (configuration not stated),0.0,1.0,1.0,104.0,-0.4,13.1,4.0,3.0,97.9,0.0,98.9
CC(=O)Oc1c(C(=O)c2nnc(C)o2)c(=O)n(Cc2ccccc2)c2ccccc12,-4.0,1.0,-1.0,99.9,-0.7,-16.4,-1.0,1.0,103.9,-4.0,102.7

# Complete entries, quoted from the list. Order of screens: Bim-Bcl-XL	Bcl-2 Bim block	Bim-Bcl-W	RGS7-Gao	Mcl1 Noxa PPI	Mcl1 Bid PPI	Bim-Mcl-1	Bim-Bfl-1	RGS8-Gao	Bcl-B Bim block	RGS4-Gao reg
# COCCNC(=S)N/N=C/c1ccc(OCc2ccc(C(=O)OC)cc2)cc1 is entered as -10.0	-11.0	-5.0	101.6	11.9	-17.6	-5.0	-19.0	101.3	-13.0	101.7
# CC(=O)COc1ccc2c3c(c(=O)oc2c1C)CCCCC3 is entered as 0.0	0.0	-1.0	99.4	15.7	5.3	-2.0	-1.0	101.0	0.0	101.2
# CC1CCCN(C(=O)c2sc3cc([N+](=O)[O-])ccc3c2Cl)C1 (configuration not stated) is entered as 0.0	0.0	-1.0	111.1	11.4	-1.7	-1.0	0.0	113.4	-1.0	103.6
# C/C(=N/NS(=O)(=O)c1ccccc1)c1ccc(NC(=O)C2CC2)cc1 is entered as -3.0	-2.0	-2.0	102.4	1.9	-38.1	-2.0	-6.0	102.4	-4.0	102.5
# O=C(Nc1ccc(Cl)cc1)Nc1ccccc1Sc1ncc([N+](=O)[O-])s1 is entered as ·	·	·	?	28.1	-39.5	·	·	88.3	·	103.9
